TbPYK inhibitor: blocks Trypanosoma brucei pyruvate kinase; Q57TT1; TbPYK enzyme, Kinase-Glo Plus ATP luminescence, 45 min; Potency, µM (top dose mostly 76.8 µM), without a hit: at the top dose activity, negative = inhibition, most hits filed as inhibitors; 410,000 compounds, 0.12% hits; AID 624173; active = well fitted inhibition curve with a large enough effect; note: nearly all actives have a fitted effect of over 50% in size
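Readout: single end-point luminescence (Kinase-Glo Plus, 10 min). Reaction conditions were TbPYK/substrate plus 130 uM ADP, 45 min at RT, pH 7.2 TEA buffer. No-enzyme wells served as controls, and data were normalized before concentration-response fitting.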
The depositor's hits bear a star; [ ] = dose if it differs, or a comment. % is set by controls: 0 for no effect and ±100 for the full control effect; potency is the fitted concentration of half-maximal effect. An excerpt; count on the stated rates, not on these rows.

SMILES	TbPYK inhibitor
Cc1ccnc(NS(=O)(=O)c2cc(-c3cc(C)no3)ccc2C)c1	2%[15.4 µM]
COc1ccc(C(=O)NCCn2cc(SCc3cc(C)ccc3C)c3ccccc32)cc1	-4%
O=C(NCc1ccccc1Cl)C1CCN(S(=O)(=O)Cc2ccccc2)CC1	2%
Cc1cc(C)cc(OCCSc2nc(-c3ccc(C(C)(C)C)cc3)nc3cc(=O)[nH]n23)c1	0%
Cc1nc2ccn(Cc3cccs3)c(=O)c2cc1C(=O)NCc1ccc(Cl)cc1	-3%
CCOc1ccc(Nc2cc(C(=O)NCc3ccccc3Cl)c3ccccc3n2)cc1	-2%
CCOc1ccccc1Nc1nnc(-c2cc3cc(Cl)ccc3oc2=O)s1	1%
CCOC(=O)c1c(C)[nH]c(C)c1S(=O)(=O)N1CCN(c2cc(Cl)ccc2C)CC1	-2%
COc1ccccc1-c1nc(SCC(=O)c2ccc(Cl)cc2)n[nH]1	0%
Cc1oc2c(c1C(=O)Nc1ccc(OC(F)(F)F)cc1)C1=NCCN1C=N2	-1%
COc1ccc(-c2ccc(NS(=O)(=O)c3ccccc3)cc2)nn1	5%
CC1CCCCN1CCCNC(=O)Cn1ncc2c3ccccc3n(C)c2c1=O (stereo not given)	4%
Cc1ccc(C)c(NC(=O)Cn2c(=O)n(CCCS(=O)(=O)C3CCCCC3)c(=O)c3ccccc32)c1	3%
Cc1cc(NC(=O)C(C)C)cc(-c2nc3ncccc3o2)c1O	-3%
COc1ccccc1N1CCN(C(=O)C2CCN(S(=O)(=O)c3cccc4nonc34)CC2)CC1	4%
CCOCCCN(Cc1ccco1)C(=O)c1cc2c(s1)-c1c(C)cccc1OC2	1%
COc1ccc(NC(=O)CSc2nnc(NC(=O)NC3CCCCC3)s2)cc1OC	1%
Cc1cc(N)c(-n2cc3c(c2-c2ccc(Br)cc2)c(=O)n(C)c(=O)n3C)cc1C	-4%
Cc1cc(C(=O)C(=O)Nc2nncs2)c(C)n1-c1ccc(Cl)cc1	-1%
CCOc1cc(CNCCSc2nnnn2C)ccc1OCc1ccc(Cl)cc1Cl	-1%
COc1ccc(-c2nnc(SCC(=O)Oc3cc(C)ccc3C)o2)cc1	3%
CCOC(=O)c1c(NC(=O)CSc2cn(CCNC(=O)c3ccc(OC)cc3)c3ccccc23)sc2c1CCCC2	2%
O=C(CSc1n[nH]c(-c2ccccc2)n1)N1CCN(c2ccccc2F)CC1	-12%
N#Cc1c(-n2ncnc2-c2ccc(Br)cc2)sc2c1CCCCC2	1%
O=C(Nc1ccc(C(=O)OCc2cc(=O)n3nc(C4CC4)sc3n2)cc1)c1ccccc1	0%
O=C(NCCc1csc(-c2ccc(C(F)(F)F)cc2)n1)c1ccc(F)c(F)c1	7%
O=S(=O)(NCCc1ccccc1)c1ccc(N2CCCCS2(=O)=O)cc1	1%
CCCCN1C(=O)c2[nH]nc(-c3ccccc3O)c2C1c1cccc(OCc2ccccc2)c1 (stereo not given)	4%
COC(=O)CSCc1nc(-c2ccc(C(=O)OC)cc2)oc1C	2%
O=C(c1csnn1)N1CCC2(CC1)CCN(c1ncccn1)CC2	4%

Two of the compounds above, as labelled records.
SMILES: N#Cc1c(-n2ncnc2-c2ccc(Br)cc2)sc2c1CCCCC2
- TbPYK inhibitor: 1%
SMILES: O=C(Nc1ccc(C(=O)OCc2cc(=O)n3nc(C4CC4)sc3n2)cc1)c1ccccc1
- TbPYK inhibitor: 0%

More records follow:
SMILES	TbPYK inhibitor
CCN(CC)CCNC(=O)Cn1nc(C)c2c(C)n(-c3ccccc3)nc2c1=O	0%
CC1CCCCN1CCCNC(=O)c1[nH]c2ccccc2c1Sc1ccc(Cl)cc1 (stereo not given)	-1%
CCOC(=O)c1sc2ncn(CC(=O)Nc3ccc(F)cc3F)c(=O)c2c1C	-8%
Cc1ccc(NC(=O)CCn2c(=O)c3cccn3c3ccccc32)c(Cl)c1	1%
CCCOc1cccc(C(=O)Nc2cc(-c3ccccc3)no2)c1	3%
Cc1ccc(NC(=O)Cn2c(=O)ccc3cc(S(=O)(=O)N4CCCC4)ccc32)cc1C	4%
Cc1ccc(NC(=O)Cn2c(=O)nc(-c3ccccc3)c3ccccc32)cc1F	1%
CCOC(=O)c1ccc(NC(=O)C(C)N(c2ccc(OCC)cc2)S(C)(=O)=O)cc1 (stereo not given)	-7%
O=C(c1ccc2c(c1)N(Cc1ccc(F)cc1)C(=O)c1ccccc1S2(=O)=O)N1CCCCCC1	8%
COc1cccc(NC(=O)CSc2ncc(S(=O)(=O)c3ccc(C)c(C)c3)c(=O)[nH]2)c1	1%
CCn1c(=O)n(CC)c2cc(N3CCCCC3)c(NC(=O)Nc3ccccc3Cl)cc21	-9%
Cc1ccc(F)cc1NC(=O)CCc1c(C)nn(-c2ccc(N3CCOCC3)nn2)c1C	-3%
CCOc1ccc(-c2nnc(SCC(=O)Nc3ccc(C)cc3C)o2)cc1	-1%
CCc1c(C)sc2c1CCN(Cc1cccc(OC)c1)C2c1ccccc1 (stereo not given)	0%
COc1cc(OC)cc(C(=O)NCCc2csc(-c3cccc(C)c3)n2)c1	3%
CCOC(=O)c1c(C)oc2nc(C)nc(NCCCN3CCN(c4ccc(F)cc4)CC3)c12	1%
CCOC(=O)c1ccc2c(c1)N(CC(=O)Nc1cc(F)ccc1F)C(=O)c1ccccc1S2	2%
CC(C)CN(CCNC(=O)c1cc(-c2cccs2)nc2ccccc12)CC(C)C	3%
Cc1ccc(C)c(N2CCN(C(=O)C3CCCN(Cc4nc(-c5cccc(Cl)c5)oc4C)C3)CC2)c1 (stereo not given)	-2%
Cc1cc(NC(=O)Cc2ccccc2)cc(-c2nc3ccccc3o2)c1O	-3%
CCN(CC)S(=O)(=O)c1nnc(NC(=O)COc2ccccc2Cl)s1	-8%
CN(C(=O)CSc1nc2ccc(NC(=O)CCc3ccccc3)cc2s1)c1ccccc1	1%
CCOC(=O)C1CCCN(C(=O)CCS(=O)(=O)c2cc3c(cc2Cl)NC(=O)CO3)C1 (stereo not given)	4%
Cc1cccc(-c2nc(SCC(=O)Nc3ccc4c(c3)OCCO4)c(-c3ccccc3)[nH]2)c1	-11%
O=C(Nc1cc(Cl)cc(Cl)c1)c1ccc(F)c(S(=O)(=O)NC2CCCCC2)c1	3%
COc1ccc(CNC(=O)CN2C(=O)CCn3nc(-c4cn(C)c5ccccc45)cc32)cc1	-1%
Cc1cc(C)c2c(c1)c(C)cc1nnc(SCC(=O)c3ccc(F)cc3)n12	-29%
COc1cccc(N2CCN(Cc3cc(=O)oc4cc(C)ccc34)CC2)c1	1%
Cc1cccc(-n2c(N)cc(=O)nc2SCC(=O)Nc2ccc(F)cc2)c1C	-6%
CC1Cc2ccccc2N1C(=O)CSc1nc2ccc(NC(=O)COc3ccccc3)cc2s1 (stereo not given)	-7%
COc1ccc(N2CC(NC(=O)c3ccc(S(=O)(=O)N4CCCCC4)cc3)CC2=O)cc1OC (stereo not given)	-10%
Cc1ccc(NC(=O)C2CCCN(c3ncnc4onc(-c5ccc(F)cc5)c34)C2)c(Cl)c1 (stereo not given)	-2%
COc1ccc(C)cc1NS(=O)(=O)c1ccc2c(c1)[C@H]1C=CC[C@H]1[C@@H](c1cccc(Cl)c1)N2	-6%
COCCNC(=O)c1cc(Sc2ccc(F)cc2F)nc2ccccc12	-3%
CCOc1ccc(CCNC(=O)c2cnc3c(-c4ccc(F)cc4)c(C)nn3c2C)cc1	-3%
CCc1ccccc1NC(=O)CC(c1ccc(F)cc1)N1Cc2ccccc2C1=O (stereo not given)	4%
Cc1ccc(-n2c(=O)c3ccc(C(=O)NCc4ccccc4Cl)cc3n(Cc3cccc(F)c3)c2=O)cc1	-2%
CCOC(=O)C(C)Nc1ncnc2onc(C)c12 (stereo not given)	-5%
Cc1ccc2sc(N(Cc3cccnc3)C(=O)CCS(=O)(=O)c3ccccc3)nc2c1C	0%[15.4 µM]
CCOC(=O)c1ccc(NC(=O)CN(c2ccc(C)cc2)S(=O)(=O)c2ccc(OC)cc2)cc1	1%
COc1ccc(C)cc1N(C)C(=O)CCc1nc(-c2ccccc2F)no1	1%
Cn1c2c(c(=O)n(C)c1=O)C(c1cc(Br)ccc1F)CC(=O)N2 (stereo not given)	-5%
O=C(Oc1ccccc1)N1CCC2(CC1)CN(c1ncccn1)C2	6%
Cc1ccc(N2CC(NC(=O)/C=C\c3ccc4c(c3)OCO4)CC2=O)cc1 (stereo not given)	-6%
CC(C)(C)NC(=O)CSc1nc(-c2ccc(F)cc2)cc(C(F)(F)F)n1	-1%
CC(=O)Nc1cccc(NC(=O)c2c(-c3ccccc3)c(-c3ccccc3)nn(C)c2=O)c1	-2%
COc1cc(OC)c(NC(=O)Nc2sc3nc4n(c(=O)c3c2C)CCC(C)CC4)cc1Cl (stereo not given)	0%
Cc1ccc(CN2C(=O)c3ccccc3Sc3ccc(C(=O)NCc4ccco4)cc32)cc1	3%
COc1ccc(C)cc1Nc1cc(C)nc(C)n1	6%
CCOC(=O)c1c(C)[nH]c(CCC(=O)Nc2ccccc2C(F)(F)F)c1C	-5%
O=C(O)c1cc(-c2ccc(C(F)(F)F)cc2)nc2n[nH]c(-c3ccccc3)c12	-2%
CCCn1cc(S(=O)(=O)c2ccccc2)c(=O)c2cc(F)c(N3CCCCC3)cc21	-3%
COc1ccc(C(=O)NCC(c2ccc3c(c2)OCO3)N2CCN(c3ccccc3F)CC2)cc1 (stereo not given)	-8%
COc1ccc(C2c3c(n(C)c4ccccc34)C(=O)N2CC(=O)Nc2cccc(Cl)c2C)cc1 (stereo not given)	4%[15.4 µM]
COc1ccc(/C=C/c2nc(C#N)c(N3CCC(C)CC3)o2)cc1OC	1%
CCOc1ccc(-n2c(=O)c3c(C)c(C)sc3n(Cc3ccc(C(C)(C)C)cc3)c2=O)cc1	-1%
Cc1ccc(Nc2c(-c3cc(Br)ccc3F)nc3cc(C)ccn23)cc1	-8%
COc1cccc(CNCCCSc2nnnn2C)c1	2%
CC1CCN(S(=O)(=O)c2ccc3[nH]cc(C(=O)NCc4ccc(F)cc4)c(=O)c3c2)CC1	-1%
COCCCn1c(=O)c2sccc2n2c(CCCC(=O)Nc3cccc(C(F)(F)F)c3)nnc12	1%

Structures from the list above that have bromine (4):
SMILES	TbPYK inhibitor
Cc1cc(N)c(-n2cc3c(c2-c2ccc(Br)cc2)c(=O)n(C)c(=O)n3C)cc1C	-4%
N#Cc1c(-n2ncnc2-c2ccc(Br)cc2)sc2c1CCCCC2	1%
Cn1c2c(c(=O)n(C)c1=O)C(c1cc(Br)ccc1F)CC(=O)N2 (stereo not given)	-5%
Cc1ccc(Nc2c(-c3cc(Br)ccc3F)nc3cc(C)ccn23)cc1	-8%

Continuation.
SMILES	TbPYK inhibitor
COC(=O)Cn1c(CN2CCN(c3ccc(OC)cc3)CC2)nc2c1c(=O)[nH]c(=O)n2C	-3%
CCOC(=O)c1ccc(NC(=O)C2=C(C)Nc3nc(SCc4ccc(Cl)cc4)nn3C2c2ccc(OC)cc2)cc1 (stereo not given)	-2%
CCCn1c2ccccc2c2cnn(CC(=O)NCCc3ccc(OCC)cc3)c(=O)c21	3%
CCOc1ccc(NC(=O)CN(C)S(=O)(=O)c2ccc3[nH]c4c(c3c2)CCCC4)cc1	0%
CCOC(=O)c1ccccc1NC(=O)NC(C)c1c(-n2cccc2)sc(C)c1C (stereo not given)	2%
CCn1c(CN2CCOCC2)nc2cc(NC(=O)c3cccc([N+](=O)[O-])c3)ccc21	1%
CSc1ccc(CNC(=O)c2cc3cc(S(=O)(=O)N4CCCCC4)ccc3n2C)cc1	0%
COc1cccc(CNC(=O)CSc2c3c(nc4cc(Cl)ccc24)CCCC3)c1	1%
Cc1cccc(-c2noc(-c3cccnc3NCc3ccccc3Cl)n2)c1	-13%
CC(C)c1ccc(OCC(=O)Nc2cc(-c3ccccc3)no2)cc1	1%
CCNc1nc2c(c(=O)[nH]c(=O)n2C)n1CC(O)COc1ccc(Cl)cc1Cl (stereo not given)	-2%
Cc1ccc(Cl)cc1N(C)C(=O)c1sc2nc3n(c(=O)c2c1C)CCCC3	-1%
CCc1ccc2c(c1)c(=O)c(C(=O)c1ccc(C)cc1)cn2CC(=O)Nc1ccccc1C	-5%
COCC(=O)N1CCC[C@@]2(CCN(Cc3ccccc3OC)C2)C1	-8%
Cc1noc(Cn2c(=O)c3ccccc3n(CC(=O)Nc3ccccc3C(F)(F)F)c2=O)n1	-1%
COc1ccc(-c2onc(C)c2C)cc1S(=O)(=O)NCC1CCN(Cc2cc(C)ccc2C)CC1	-4%[15.4 µM]
CN(CC(=O)Nc1ccc(F)cc1F)S(=O)(=O)c1ccc(C(=O)N2CCOCC2)s1	-6%
CC(C)CCn1c(=O)c2sccc2n2c(CCCC(=O)NC(C)C)nnc12	3%
CCC1(Cc2ccc(N)cc2)CCC(=O)NC1=O (stereo not given)	0%[157 µM]
Cc1ccc(-c2nc3ccccc3n3c(-c4ccccc4)c4c(=O)n(C)c(=O)n(C)c4c23)cc1	3%
CCc1ccccc1NC(=O)Nc1cc(C(=O)NCc2cccc(F)c2)ccc1N1CCCC1	-3%
O=C(NCC(c1cccs1)S(=O)(=O)c1cccs1)c1c(F)cccc1F (stereo not given)	0%
